# KDM5B inhibitor – blocks human KDM5B histone demethylase activity. Q9UGL1. KDM5B demethylase, FDH-coupled NADH fluorescence (FDH is formaldehyde dehydrogenase). Potency, µM (highest dose often 57.7 µM), for inactives: at the highest dose activity change, negative = inhibition, most hits filed as inhibitors. hit rate 2.6% among 220,000. AID 1347165; active = well fitted inhibition curve with a large enough effect; inconclusive = small, poorly fitted or top-dose-only effect; inactive = no such curve, though single readings can be large or run the other way; also: 0% is about no effect; nearly all actives have a fitted effect of over 70% in size
# Target sequence (Q9UGL1 whole entry, looked up): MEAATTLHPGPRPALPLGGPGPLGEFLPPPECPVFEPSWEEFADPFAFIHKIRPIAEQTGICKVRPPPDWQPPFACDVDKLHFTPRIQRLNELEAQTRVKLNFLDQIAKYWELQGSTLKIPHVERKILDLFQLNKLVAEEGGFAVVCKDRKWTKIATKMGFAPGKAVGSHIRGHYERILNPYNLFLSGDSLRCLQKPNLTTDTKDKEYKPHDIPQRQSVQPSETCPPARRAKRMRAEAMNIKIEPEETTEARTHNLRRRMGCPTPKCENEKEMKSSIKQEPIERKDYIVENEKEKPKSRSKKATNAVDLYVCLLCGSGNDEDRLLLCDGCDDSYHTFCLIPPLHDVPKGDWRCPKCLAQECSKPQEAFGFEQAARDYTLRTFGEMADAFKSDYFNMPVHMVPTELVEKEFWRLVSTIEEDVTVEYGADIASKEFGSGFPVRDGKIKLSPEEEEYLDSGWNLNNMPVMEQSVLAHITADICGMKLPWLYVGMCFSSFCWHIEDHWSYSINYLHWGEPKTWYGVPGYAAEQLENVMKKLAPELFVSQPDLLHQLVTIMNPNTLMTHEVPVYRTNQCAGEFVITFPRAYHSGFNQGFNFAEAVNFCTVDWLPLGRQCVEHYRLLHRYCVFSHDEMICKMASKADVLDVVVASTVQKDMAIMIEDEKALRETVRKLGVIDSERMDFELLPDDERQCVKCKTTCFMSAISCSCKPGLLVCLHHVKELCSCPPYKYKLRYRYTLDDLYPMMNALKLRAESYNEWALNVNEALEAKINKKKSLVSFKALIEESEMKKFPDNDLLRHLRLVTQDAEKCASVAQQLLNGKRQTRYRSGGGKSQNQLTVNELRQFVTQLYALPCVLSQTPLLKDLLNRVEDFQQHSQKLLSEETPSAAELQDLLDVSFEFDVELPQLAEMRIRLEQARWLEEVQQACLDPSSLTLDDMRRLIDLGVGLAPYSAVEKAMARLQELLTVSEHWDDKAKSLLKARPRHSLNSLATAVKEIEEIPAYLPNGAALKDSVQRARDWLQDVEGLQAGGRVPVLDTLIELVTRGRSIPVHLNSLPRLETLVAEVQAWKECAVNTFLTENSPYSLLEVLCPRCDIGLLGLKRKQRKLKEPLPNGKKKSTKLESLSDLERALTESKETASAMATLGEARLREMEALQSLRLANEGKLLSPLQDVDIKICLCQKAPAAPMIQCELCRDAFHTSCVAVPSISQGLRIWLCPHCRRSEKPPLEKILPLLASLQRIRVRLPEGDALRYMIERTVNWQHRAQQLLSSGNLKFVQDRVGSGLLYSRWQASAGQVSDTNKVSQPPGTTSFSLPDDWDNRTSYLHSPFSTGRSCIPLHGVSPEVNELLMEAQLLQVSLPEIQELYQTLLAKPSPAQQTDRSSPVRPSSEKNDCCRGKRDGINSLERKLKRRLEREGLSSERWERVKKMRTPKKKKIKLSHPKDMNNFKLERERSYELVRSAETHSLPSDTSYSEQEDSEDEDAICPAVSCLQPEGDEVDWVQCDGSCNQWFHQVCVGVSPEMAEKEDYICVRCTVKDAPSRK
#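 Here, H3K4me3 peptide (12.5 µM in substrate mix) is demethylated by KDM5BΔAP, 200 nM final, after 10 min compound exposure. Formaldehyde product is coupled through FDH (0.25 U/mL in mix) to NADH fluorescence; 30-min ΔRFU feeds dose-response curves.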
# * = called active by the depositor; u = inconclusive; [ ] = remark or other dose. Potency is read from the fitted curve at half-maximal effect. A portion of the library (hit frequency here may not be typical).
# Start of the data: the first 7 compounds, ahead of the listing:
SMILES,KDM5B inhibitor
C#CCCN([C@@H](CC(C)C)C(=O)OC)S(=O)(=O)c1ccccc1Br,-12.7%
COc1ccc(-c2noc(Nc3cc(C)ccc3OC)n2)cc1,-29.0%
COc1ccc(C(=O)NC2(C(F)(F)F)C(=O)Nc3c2c(=O)[nH]c(=O)n3CCc2ccc(OC)c(OC)c2)cc1 (centres undefined),-52.4%
CCc1ccc(NC(=O)CCc2nnc3n(C)c(=O)c4sccc4n23)cc1,17.3%
O=C(COc1cccc(-c2noc(-c3ccccc3F)n2)c1)N1CCCC1,-10.6%
COc1cccc(C(=O)N2CCC(c3n[nH]c(=O)n3-c3ccc(C)cc3)CC2)c1OC,-8.4%
COc1ccc(-n2ccnc2SCC(=O)Nc2nc(C)cs2)c(OC)c1,-2.5%

# All compounds of this part, previewed entries included:
SMILES,KDM5B inhibitor
C#CCCN([C@@H](CC(C)C)C(=O)OC)S(=O)(=O)c1ccccc1Br,-12.7%
COc1ccc(-c2noc(Nc3cc(C)ccc3OC)n2)cc1,-29.0%
COc1ccc(C(=O)NC2(C(F)(F)F)C(=O)Nc3c2c(=O)[nH]c(=O)n3CCc2ccc(OC)c(OC)c2)cc1 (centres undefined),-52.4%
CCc1ccc(NC(=O)CCc2nnc3n(C)c(=O)c4sccc4n23)cc1,17.3%
O=C(COc1cccc(-c2noc(-c3ccccc3F)n2)c1)N1CCCC1,-10.6%
COc1cccc(C(=O)N2CCC(c3n[nH]c(=O)n3-c3ccc(C)cc3)CC2)c1OC,-8.4%
COc1ccc(-n2ccnc2SCC(=O)Nc2nc(C)cs2)c(OC)c1,-2.5%
Clc1cc(CSc2ncnc3ccccc23)cc2c1OCCCO2,5.4%
O=C(NCCN1CCNCC1)c1ccccc1O,u
COc1cccc(-c2nnnn2[C@H]2CO[C@H]3[C@@H]2OC[C@@H]3NS(=O)(=O)Cc2ccccc2)c1,4.9%
Cn1c(=O)c2c(nc(SCc3ccc(C(=O)O)cc3)n2C)n(C)c1=O,1.5%
O=C(c1ccccc1F)N1CCC(n2cc(-c3nc(-c4ccccc4)no3)nn2)C1 (centres undefined),-10.6%
O=C(Cn1cc(S(=O)(=O)Cc2ccccc2Cl)c2ccccc21)NCc1ccccc1Cl,-17.7%
COc1ccc(C(=O)N2CCC(C3CCN(S(C)(=O)=O)CC3)C2)c(C)c1 (centres undefined),-0.4%
COC[C@H]1C[C@@H](NC(=O)Nc2ccc(C(F)(F)F)cc2)[C@H](O)[C@@H]1O,-4.4%[86.2 µM]
C/C(N)=C(/C#N)C(NC(=O)c1ccco1)(C(F)(F)F)C(F)(F)F,21.3%
O=C(C1CCCN1c1nc2ncccc2o1)N1CCCC1 (centres undefined),39.8µM*
COc1cc(C(=O)Oc2ccccc2C#N)cc(Cl)c1OC(C)C,-7.4%
Cc1ccc(NC(=O)c2nn(Cc3ccccc3)c(=O)c3ccccc23)cc1S(=O)(=O)N(C)C,-18.0%
CC(C)CNC(=O)Cc1ccc(N(Cc2ccccc2)C(=O)c2ccco2)cc1,-22.5%
Cn1cccc1CC(=O)N/N=C/c1ccc([N+](=O)[O-])cc1,-3.0%
COc1ccc(C2Cn3nnc(-c4noc(COc5ccc(F)cc5)n4)c3CO2)cc1 (centres undefined),3.2%
CCCCc1nn(CC(=O)N2CCNC(=O)C2)c(=O)n1CCc1ccccc1,-10.7%
COC1C(=O)N(C2CCN(C(=O)NCc3ccc(C)cc3)CC2)C12CCOCC2 (centres undefined),0.2%
CC(C)Cn1cnc2c1c(=O)n(CC(O)COc1ccc3ccccc3c1)c(=O)n2CC(C)C (centres undefined),-5.6%
Cc1ccccc1C(=O)N1CCN(c2oc(-c3ccco3)nc2C#N)CC1,u
CCCNC(=O)NC(C)c1ccccn1 (centres undefined),0.8%
Cc1ccc(S(=O)(=O)N(C)C)cc1NC(=O)C(C)NC(C)c1cccs1 (centres undefined),-7.4%
Cc1ccc(-c2cc3c(=O)n(CCNC(=O)c4ccc(Cl)cc4)ccn3n2)c(C)c1,-16.1%
Cc1ccc(S(=O)(=O)N2CCC(n3cnnc3C(C)C)CC2)cc1F,-6.5%
O=C(NC1CCCCC1)[C@@H]1C[C@@H](O)CN1C1CCN(C(=O)c2ccco2)CC1,-23.4%
CN(C(=O)c1nn(C)c2c1COc1ccccc1-2)c1cccc(C(F)(F)F)c1,5.3%
COc1ccc(CN2C(=O)c3oc4ccccc4c(=O)c3C2c2ccc(O)cc2)cc1 (centres undefined),8.6%
c1cnc(N2CCOCC2)c(CNCc2ccc(C3CCCCO3)o2)c1 (centres undefined),-1.4%
Cn1c(=O)c2c(nc(NCCO)n2Cc2ccccc2F)n(C)c1=O,14.3%
COC[C@@H]1CN(C(=O)c2cc(C)nn2C)C[C@H]1c1ccncc1,-6.3%
O=C(c1ccno1)N1C[C@@H](F)[C@@H](OCc2nc3ccc(F)cc3[nH]2)C1,-32.9%[86.2 µM]
COCCCn1c(=N)c(C(=O)NC2CCCCC2)cc2c(=O)n3cc(C)ccc3nc21,u
COC(=O)c1ccc(OC(=O)COc2ccc3oc4c(c3c2)CCCC4)c(OC)c1,10.5%
CCC1=C(C(=O)OC)C(c2ccccc2)N2C(CC(=O)N(C)Cc3ccccc3)=CSC2=N1 (centres undefined),-27.4%
COc1ccc(C2c3ccsc3CCN2C(=O)NC(C)(C)C)cc1 (centres undefined),-11.7%
CCN(CC)C(=O)CC[C@@H]1CNC(=O)[C@@H]2C[C@H](NCc3cccs3)CN12,u
Cc1cc(Cl)c(C)c(S(=O)(=O)N2CCCC2c2nnc3ccccn23)c1Cl (centres undefined),-3.3%
FC(F)(F)c1ccccc1N/N=C1/CCc2ccccc21,u
Cn1nc(C(=O)NCCc2ccc(Cl)cc2)c2c1-c1ccccc1SC2,u
Cc1cccc(-c2nnc(SCCC(=O)O)o2)c1,u
CCCN(C)C(=O)Cc1ccc(N(Cc2ccc(C)cc2)C(=O)c2ccco2)cc1,u
CCC1c2nccn2CCCN1C(=O)c1ccc(OC)nc1OC (centres undefined),8.1%
C=CCNC(=O)NC(=O)CN1CCN(c2oc(C3CC3)nc2C#N)CC1,14.8%
C/C=C/CSc1nc2c(c(=O)n(C)c(=O)n2C)n1Cc1ccc(Cl)cc1,5.9%
COc1ccc(C)cc1NC(=O)N1CCC(OC2CCN(S(C)(=O)=O)CC2)CC1,-3.3%
N#Cc1ccc(S(=O)(=O)N2CCN(C(=O)c3cn[nH]c3-c3ccccc3)CC2)cc1,-11.7%
CC(C)(C)NC(NC(=O)c1ccco1)C(Cl)(Cl)Cl (centres undefined),23.2%
CC(=O)c1nn(-c2ccc(Cl)cc2)cc1C(=O)c1ccccc1,23.0%
Cc1ccc(OCc2nc(C3CN(C(=O)c4n[nH]c5ccccc45)C3)no2)cc1,u
CN1CCN(C[C@@H]2CN(C(=O)CCc3c[nH]c4ccccc34)C[C@@H]2CO)CC1,27.1%
CC(=O)NC[C@H]1Cn2c(-c3ccc4c(c3)OCCO4)cnc2CO1,u
O=S(=O)(NC(c1cccs1)C(Cl)(Cl)Cl)c1ccccc1 (centres undefined),12.1%
COc1ccc(NC(=O)c2cc(C(C)=O)n3ccccc23)cc1Cl,19.3%
COc1ccccc1C(=O)Nc1cccc(-c2nc3ccccc3o2)c1C,-16.1%

# An excerpt of the results above, as a working copy:
SMILES,KDM5B inhibitor
COc1ccc(NC(=O)c2cc(C(C)=O)n3ccccc23)cc1Cl,19.3%
COc1ccccc1C(=O)Nc1cccc(-c2nc3ccccc3o2)c1C,-16.1%

# Additional structures follow.
SMILES,KDM5B inhibitor
CCN1CCN(c2nc3c(s2)CN(C(=O)c2ccccn2)CC3)CC1,u
O=C(CCc1ccc(Cl)s1)NC1CCN(CC(F)F)CC1,21.7%
O=C(NC1CCC(O)CC1)c1ccc(-c2ncc3cnc(-c4ccccc4)cn23)cc1 (centres undefined),u
Cc1ccc(S(=O)(=O)N2CC(c3nc(-c4ccncc4)no3)C2)cc1,0.8%
O=C(Cc1cccc(F)c1)Nc1cnc(-c2cccnc2)nc1,-9.4%
O=C(Nc1ccncc1)c1cccc2ccccc12,11.2%
O=C(C1CCC(Cn2c(=O)c3sccc3n(Cc3ccccc3)c2=O)CC1)N1CCCCC1 (centres undefined),-3.3%
COC(=O)c1ccc(CNC(=O)C2Cc3ccc(C)cc3S2)cc1 (centres undefined),-3.3%
Cc1cc(O)c(C(c2ccccc2)N2CCN(C)CC2)c(=O)n1Cc1ccco1 (centres undefined),u
CCOC(=O)c1ccc(CN(Cc2ccc(F)cc2)S(=O)(=O)c2ccc(F)c(C(=O)Nc3ccccc3C(F)(F)F)c2)cc1,u
Cc1ccc(S(=O)(=O)N2CCN(C3CCN(Cc4cccnc4)C3=O)CC2)cc1 (centres undefined),-10.4%
Cc1cnc(C(=O)NC2C[C@H]3CC[C@@H](C2)N3C(=O)c2cc(C)n(C)n2)cn1 (some centres undefined),-10.4%
Cc1ccc2c(CSc3nnnn3C(C)(C)C)cc(=O)oc2c1,-10.5%
O[C@@H]1C[C@@H](c2nc(-c3ccc(OC(F)(F)F)cc3)no2)N(C2CCOCC2)C1,-8.9%[86.2 µM]
CC(=O)NCCC(=O)N1Cc2ccccc2CC2(CCCN(Cc3cccnc3)C2)C1 (centres undefined),-34.5%[115 µM]
Cc1ccccc1C(=O)Nc1nnc(S(=O)(=O)N(C)Cc2ccc(Cl)cc2)s1,-13.2%
Cc1ccc2oc(C(=O)NCC(c3ccc(C)o3)N3CCCC3)cc(=O)c2c1 (centres undefined),-34.4%
CCOC(=O)/C=C/C(=O)OC(C)C(=O)Nc1ccc(C(N)=O)cc1 (centres undefined),20.9%
Cc1cc(C)c2c(c1)c(C)cc1nnc(SCC(=O)c3ccccc3)n12,-23.2%
Cc1cc(NC(=O)c2cc3n(n2)CC(c2ccc(Cl)cc2)OC3)ccc1F (centres undefined),u
CN1CCC(NC2(Cc3cc(CCO)on3)COC2)CC1,-24.3%[86.2 µM]
Cc1cccc(-c2nc(-c3ccc(F)cc3)no2)c1,11.0%
CCCCc1ccc(NC(=O)c2cc3c(=O)n4ccccc4nc3n2C)cc1,-2.7%
COc1cc(CNC(C)C)cc(OC)c1,u
CC(=O)NC1CCN(Cc2cn(-c3ccc(C)cc3)nc2-c2cccc(C)c2)C1 (centres undefined),u
CCc1cc(=O)n(CC(=O)Nc2cccc(C(C)C)c2)c(N2CCOCC2)n1,u
Fc1cccc(CN2CCC(Cc3nc(-c4ccncc4)n[nH]3)C2)c1 (centres undefined),-28.2%
O=C(C1CCCC1)N1CCOC[C@H](Oc2ccc(C(F)(F)F)cn2)C1,7.5%[86.2 µM]
CCCc1ccc(NC(=O)CC2(C(=O)O)CCCC2)cc1,-15.0%
CCOc1ccc(C(=O)N2[C@@H]3CC[C@H]2CC(NC(=O)c2cnc(C)cn2)C3)cc1 (some centres undefined),8.1%
S=c1sc2c(s1)SCCS2,-17.8%
CC1(C)C(=O)N(CCOc2ccccc2)[C@H]2CN(CC3CCOC3)C[C@H]2[S+]1(=O)[O-] (some centres undefined),-23.3%[86.2 µM]
CCN(CC)C(=O)N1CCCOCCNC(=O)[C@@H]2CCC[C@@H]21,-6.3%
CCn1ccc2cc(S(=O)(=O)N3CCC(C(=O)NCc4cccc(C)c4)CC3)ccc21,-8.9%
CN(Cc1ccc(Cl)cc1)C(C(=O)NC1CC1)c1ccc(F)cc1 (centres undefined),9.3%
CCc1ccccc1NC(=O)Cn1c(C(=O)OC)cc2oc(C)cc21,-6.8%
O=C(NCCCc1ccccc1)c1cccc2c1CCN2C(=O)C1CC1,-22.3%
C=CCOC(=O)C1=C(C)N(Cc2ccc(F)c(F)c2)C(=O)CC1c1ccccc1Cl (centres undefined),-21.3%
Cn1c(N2CCCCC2)nc2c1c(=O)n(Cc1cccc(Br)c1)c(=O)n2C,15.4%
Cc1nn(-c2ccc(Cl)cc2)c2nc(-c3cccnc3)cc(C(F)(F)F)c12,-14.2%
COc1ccc2[nH]c3c(c2c1)CCNC31CCN(C(=O)c2ccc(OC)nc2)CC1,u
CCc1cnc(N)nc1N1CCC(N2CCOCC2)CC1,-15.9%
COc1ncccc1-c1cnc2[nH]cc(CC(N)=O)c2c1,31.6µM*
CN(C)S(=O)(=O)N1CCn2nc(CN3CCCOCC3)cc2C1,-26.9%
COc1ccccc1-c1ncc[nH]1,u

# KDM5B inhibitor: what is marked active above
SMILES,KDM5B inhibitor
O=C(C1CCCN1c1nc2ncccc2o1)N1CCCC1 (centres undefined),39.8µM*
COc1ncccc1-c1cnc2[nH]cc(CC(N)=O)c2c1,31.6µM*

# Continued.
SMILES,KDM5B inhibitor
O=C(CN1CCOCC1)N/N=C/c1ccc(-c2cccc(Cl)c2Cl)o1,-65.7%
CC(C)CN1CCC(NC(=O)N(C)Cc2ccc(C(F)(F)F)cc2)CC1,8.1%
CN1C(=O)Cc2cc(S(=O)(=O)CCC(=O)N3CCN(c4ccc(Cl)cc4)CC3)ccc21,-25.7%
Cc1ccc(OC(C)C(=O)N2CC(C)CC(C)C2)cc1 (centres undefined),16.1%
NCc1ccc(C(=O)N2CCCC2)cc1,8.2%
Cn1nc(C2CCNC2)c2c(C(=O)NCc3ccncc3)cc(C3CC3)nc21 (centres undefined),u
O=C(Nc1ccccc1)N1CCc2c(c3ccccc3n2CC2CC2)C1,31.6µM*
O=C1CO[C@H]2CCN(Cc3ccc(O)cc3)CC[C@@H]2N1c1ccccc1,-25.6%[86.2 µM]
Cc1ccc(NC(=O)Nc2nnc(SCC(=O)N(C(C)C)C(C)C)s2)cc1,2.8%
Cc1cc(F)ccc1NC(=O)Nc1ccc2c(c1)OCO2,3.2%
COC(=O)c1ccc(COC(=O)C(c2ccccc2)c2ccccc2)o1,9.9%
COCCN1C(=O)[C@H]2CN(Cc3ccccc3C)C[C@H]2C1=O,5.6%
COc1ccc(-c2ccc3nnc(CNC(=O)c4cccc(OC)c4)n3n2)cc1,28.2µM*
COC[C@H]1C[C@@H](NCc2nccs2)[C@H](O)[C@@H]1O,8.1%[86.2 µM]
COCCN1C(=O)c2cccn2CC1CNC(=O)c1ccc(F)cc1 (centres undefined),11.3%

# Source: PubChem BioAssay
